Screening data as filed in PubChem.
Ba/F3 V617F tox: reduced viability of JAK2V617F-dependent Ba/F3 cells, primary screen, JAK2V617F inhibitor project, cell-based, Ba/F3 EpoR-JAK2V617F, luminescence. ATP luminescence. inhibition, % at 5.6 µM. actives 1.1% (n = 220,000). AID 1446, 2008;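 active = inhibition above the campaign mean plus 3 SD over all tested compounds, cut at about 24% in these data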;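 also: cytokine-independent growth of Ba/F3 cells driven by EpoR plus mutant JAK2; 0% = DMSO-treated cells and 100% = JAK inhibitor I control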
p47phox inh: p47phox/p22phox peptide binding inhibitors, primary screen, biochemical, uHTS, NADPH oxidase regulatory subunit; AID 1274, 2008; Neutrophil cytosol factor 1 (Homo sapiens), P14598; inhibition, % at 24.7 µM; fluorescence polarization, 2 h; actives 0.53% (n = 220,000);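 active = inhibition above about 30%, limit read from the data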;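 also: 0% = p47phox with labelled peptide and 100% = labelled peptide alone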
Target sequence (P14598 whole entry, looked up): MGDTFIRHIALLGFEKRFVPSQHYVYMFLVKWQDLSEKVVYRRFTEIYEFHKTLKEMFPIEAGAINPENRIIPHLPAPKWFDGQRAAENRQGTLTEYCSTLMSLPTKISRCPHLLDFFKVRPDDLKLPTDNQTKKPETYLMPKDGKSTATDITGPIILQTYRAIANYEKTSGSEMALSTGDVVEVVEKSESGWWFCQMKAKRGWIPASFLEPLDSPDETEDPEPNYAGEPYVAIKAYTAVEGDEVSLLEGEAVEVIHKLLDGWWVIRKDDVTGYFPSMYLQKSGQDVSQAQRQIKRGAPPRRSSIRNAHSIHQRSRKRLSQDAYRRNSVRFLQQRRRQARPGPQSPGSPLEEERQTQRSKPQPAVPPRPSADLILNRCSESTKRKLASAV
PPC-1+TRAIL kill: compounds killing PPC-1 cancer cells with TRAIL present, primary screen, TRAIL potentiator project, ATPLite luminescence, uHTS | PPC-1 cells + TRAIL, ATPLite viability luminescence | cell killing (% activity), % at 4 µM | actives 0.41% (n = 220,000) | AID 1443, 2008;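 active = cell killing above 50% in the first pass at 4 µM, then a duplicate retest at 5 µM averaging 50% or more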;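 also: plate controls were cells with TRAIL plus DMSO for no effect and medium-only wells lacking cells for full effect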
BaF3 tox: parental Ba/F3 cell viability inhibition, counter-screen for JAK2V617F inhibitor project, murine pro-B, CellTiter-Glo luminescence. inhibition, % at 5.6 µM. actives 1.1% (n = 220,000). CellTiter-Glo ATP luminescence;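 active = inhibition above a per-campaign cutoff, the mean inhibition of all tested compounds plus 3 SD, cut at about 27% in these data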;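 also: 0% = DMSO wells and 100% = JAK Inhibitor I control wells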
EP2 antag: human EP2 receptor antagonists, primary screen, TR-FRET cAMP, C6 glioma cells. C6 glioma cells expressing human EP2; cells stimulated with saturating PGE2. inhibition, % at 25 µM. actives 0.52% (n = 260,000). Prostaglandin E2 receptor EP2 subtype (Homo sapiens), P43116. AID 1422, 2008;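 active = percent inhibition above 40 after rounding to a whole number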;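 also: rat C6 glioma host cells with rolipram phosphodiesterase inhibitor present; the protocol text gives 20 µM as final concentration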
Target sequence (P43116 whole entry, looked up): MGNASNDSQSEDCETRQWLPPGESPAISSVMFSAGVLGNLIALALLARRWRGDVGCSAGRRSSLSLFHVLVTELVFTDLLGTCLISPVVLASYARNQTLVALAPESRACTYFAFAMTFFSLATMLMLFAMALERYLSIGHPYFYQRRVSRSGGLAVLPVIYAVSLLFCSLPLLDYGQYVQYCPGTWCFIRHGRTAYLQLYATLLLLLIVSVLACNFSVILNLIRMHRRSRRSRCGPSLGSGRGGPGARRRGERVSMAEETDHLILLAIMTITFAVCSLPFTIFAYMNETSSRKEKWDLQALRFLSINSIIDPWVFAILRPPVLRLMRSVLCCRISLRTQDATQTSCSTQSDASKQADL
Tb hexokinase: Trypanosoma brucei hexokinase 1 inhibitors, primary screen, biochemical, G6PDH-coupled NADH absorbance, MLSCN library; hexokinase 1 [Trypanosoma brucei]; recombinant TbHK1, G6PDH-coupled NADH A340; inhibition, % at 10 µM; actives 0.11% (n = 220,000); AID 1430, 2008;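 active = inhibition of 50% or more in the single-dose primary screen; inactive = inhibition below 50%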
RBBP9 inhibitor: human RBBP9 inhibitors, primary screen, biochemical, fluorescence polarization, FP-Rh probe, HTS; inhibition, % at 7.94 µM; recombinant RBBP9; AID 1515, 2009; actives 0.2% (n = 220,000);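 active = inhibition above the campaign mean of all tested compounds plus 3 SD, cut at about 14% in these data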;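 also: plate controls were DMSO wells with RBBP9 for no effect and wells lacking RBBP9 protein for full effect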
Target sequence (O75884 whole entry, looked up): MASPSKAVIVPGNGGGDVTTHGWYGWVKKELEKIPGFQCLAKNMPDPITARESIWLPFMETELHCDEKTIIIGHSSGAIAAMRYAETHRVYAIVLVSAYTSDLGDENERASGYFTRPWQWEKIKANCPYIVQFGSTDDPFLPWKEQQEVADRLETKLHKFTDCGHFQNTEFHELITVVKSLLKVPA
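system = RBBP9 protein | input = RBBP9 at 2.5 µM in dispensed solution, before mixing | measured by = fluorescence polarization (mP), excitation 525 nm, emission 598 nm | incubation = enzyme-compound preincubation 30 min, then probe labeling 45 min, 25 °C | buffer or medium = Tris-NaCl-Pluronic buffer, pH 8.0 | compound = single dose 7.94 µM | also added = FP-Rh probe, 375 nM dispensing solution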
Furin inh: human furin inhibitors, primary screen, biochemical, fluorescence intensity; P09958; purified furin, fluorogenic substrate cleavage; inhibition, % at 30 µM; actives 0.061% (n = 220,000); AID 463115, 2010; in the data active = inhibition above about 25%; also: inactives centre near -15
p97 inhibitor: inhibitors of human p97 ATPase, primary screen, biochemical. recombinant p97 ATPase, Kinase-Glo ATP luminescence, 3 h. inhibition, % at 8 µM. actives 0.42% (n = 220,000). AID 1481, 2009; in the data active = inhibition above about 15%;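 also: 0% = DMSO vehicle and 100% = wells lacking enzyme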
* hit, by the source's call; . = not tested or not shown; & = joins results of further samples; [ ] = dose if it differs, or a comment.

SMILES	Ba/F3 V617F tox	p47phox inh	PPC-1+TRAIL kill	BaF3 tox	EP2 antag	Tb hexokinase	RBBP9 inhibitor	Furin inh	p97 inhibitor
COCCNc1c2c(nc3c(-c4ccccc4)c(C)nn13)CCCC2	1	-6	18	8	4	-7	3	-15[20 µM]	0
COc1cccc(/C=N/n2cnc3c(cnn3-c3ccccc3)c2=O)c1	2	6	24	-1	5	-4	-7	-10	-5
CC(C)=NNc1nc(-c2ccccc2)c(C)s1	-1	-21	26	9	2	-3	7	-21	4
Cc1cccn2c(=O)c3cc(C(=O)NC4CCCC4)c(=N)n(C4CCCC4)c3nc12	2	-19	-10	9	5	-5	-1	-105	1
CCOc1ccc(S(=O)(=O)Nc2ccccc2C(=O)N/N=C/c2c(OC)ccc3ccccc23)cc1	-1	-7	3	11	8	-11	-24	-19	4
CCCCOC(=O)CNc1nnc(SCC(=O)OCC)[nH]c1=O	-1	-1	13	5	32	-13	-1	-12[20 µM]	2
CN(C)c1nc(Cl)nc(NCCOc2ccccc2)n1	-3	-15	25	2	7	-4	1	-30	2
CC(C)NC(=O)C1CCN(C2CCN(C(=O)C3=CCCC3)CC2)CC1	2	-13	-4	5	3	-3	-2	-12	-2
Cc1ccc(NC(=S)N(CCCN2CCOCC2)Cc2ccco2)cc1C	-1	-2	14	9	9	-3	-5	-22	9
CCCCC(=O)NNC(=O)CC(=O)Nc1ccccc1C(=O)O	0	-2	-23	1	4	-2	2	-22	-1
Cc1cc(C(=O)NNC(=O)NC(C)C)no1	-2	-13	5	0	8	8	1	-21	3
CC(CCc1ccccc1)NC(=O)C(=O)NCCc1ccccc1 (stereo unspecified)	6	0	14	7	11	0	-2	-9	-5
Cc1ccc2nc(-c3ccccn3)c(NC3CCCC3)n2c1	-1	0	-8	5	13	-6	-12	-20	0
Cc1ccc(S(=O)(=O)N(C)C)cc1NC(=S)NCCc1ccccn1	1	7	0	2	1	5	-4	-15	-2
CNS(=O)(=O)c1cc(O)c2c(S(=O)(=O)NC)cccc2c1	1	-2	26	6	7	-25	-4	-8	6
COc1cccc(NC(=O)C(=O)N/N=C/c2cc(C)n(-c3ccc(Cl)c(Cl)c3)c2C)c1	3	-3	-15	4	13	-38	-12	-6[20 µM]	-4
CCC(C(=O)OCn1nnc2ccccc2c1=O)c1ccccc1 (stereo unspecified)	2	-3	-3	5	7	1	-7	-12	-2
CCCCCCCC(=O)N/N=C(\C)c1ccc(N)cc1	2	-11	5	5	8	-18	4	-21	3
CNC(=S)NNC(=O)Cc1ccc(OC)c(OC)c1	-5	5	4	1	10	2	-4	-24[20 µM]	7
COc1ccc(N2CCN(C(=O)C3CCN(S(=O)(=O)c4ccc(C)cc4)CC3)CC2)cc1	3	-1	18	2	9	10	-11	5	-6
Cc1nc2ccccc2n1C(=O)c1cc(-c2ccc(Br)cc2)nc2ccccc12	-3	-8	24	2	14	-13	0	-13[20 µM]	-1
Cc1ccc(C(=O)N2CCC3(CC2)Oc2ccc(F)cc2C(=O)C32CC(c3ccccc3)=NO2)s1 (stereo unspecified)	.	-18	6	.	2	-27	.	-29	.
O=C(Nc1ncn[nH]1)c1ccc(Cl)c(S(=O)(=O)N2CCCCCC2)c1	-2	5	18	2	6	-7	2	-18[20 µM]	2
Cc1ccc(S(=O)(=O)N2CCN(c3nc(C)c4c(c3C#N)CC(C)(C)OC4)CC2)cc1	0	2	10	10	13	-2	-6	-24	0
O=C(CCCn1c(=S)[nH]c2ccsc2c1=O)Nc1ccc2c(c1)OCCO2	-2	-13	11	-1	7	-6	-4	-24	4

Some of the entries so far, as labelled records:
canonical_smiles: Cc1ccc2nc(-c3ccccn3)c(NC3CCCC3)n2c1
  Ba/F3 V617F tox: -1
  p47phox inh: 0
  PPC-1+TRAIL kill: -8
  BaF3 tox: 5
  EP2 antag: 13
  Tb hexokinase: -6
  RBBP9 inhibitor: -12
  Furin inh: -20
  p97 inhibitor: 0

canonical_smiles: Cc1ccc(S(=O)(=O)N(C)C)cc1NC(=S)NCCc1ccccn1
  Ba/F3 V617F tox: 1
  p47phox inh: 7
  PPC-1+TRAIL kill: 0
  BaF3 tox: 2
  EP2 antag: 1
  Tb hexokinase: 5
  RBBP9 inhibitor: -4
  Furin inh: -15
  p97 inhibitor: -2

Further structures.
SMILES	Ba/F3 V617F tox	p47phox inh	PPC-1+TRAIL kill	BaF3 tox	EP2 antag	Tb hexokinase	RBBP9 inhibitor	Furin inh	p97 inhibitor
COc1ccc(CCNC(=O)COC(=O)COc2ccc(Cl)cc2)cc1OC	-4	-5	10	6	7	2	-7	-24	6
Cc1ccc(/C=N/NC(=O)CNC(=O)c2cccs2)o1	-2	0	9	7	6	-7	-5	-11	-1
Cc1cc(C)c2oc(-c3ccc(C)c(NC(=S)NC(=O)c4cccs4)c3)nc2c1	-3	14	18	1	11	-10	2	-15	5
CCOC(=O)c1sc(NC(=O)CSc2nc3c(c(-c4ccc(OC)cc4)c2C#N)CCCC3)c(C#N)c1C	-4	-3	-3	2	9	-7	-8	-13[20 µM]	-1
Cc1cccc(-n2c(-c3ccco3)nc3nc4ccccc4nc32)c1	-4	-67	-3	-1	.	-1	4	-19[20 µM]	8
COC(=O)C1=NN(c2ccccc2)C2(S1)SC(C(C)=O)=C(C)N2c1ccccc1 (stereo unspecified)	-1	-19	16	2	3	-9	-3	-35[20 µM]	4
CC(C)N(C(=O)CSc1nc2ccccc2n1-c1ccccc1)C(C)C	-2	-15	-6	0	2	4	-4	-5[20 µM]	-5
Cc1cc(N2CCN(c3ccc([N+](=O)[O-])c4cccnc34)CC2)c2ccccc2n1	1	15	12	1	6	-12	-6	-3	3
CCOC(=O)C1CCN(c2ncnc3c2[nH]c2cccc(OC)c23)CC1	-1	-19	-1	5	2	-34	-7	-3	2
CCn1ccc(C(=O)N2CCOCC2)n1	2	-5	-2	11	6	0	-6	-21	-1
CCC1NC(=S)NC(C)=C1C(=O)c1ccccc1 (stereo unspecified)	13	2	.	12	5	-13	2	-8	-2
O=C(NNC(=O)C1CCN(Cc2ccc(Cl)c(Cl)c2)CC1)c1cccs1	-1	-1	11	5	6	-5	-4	-17	-1
CC(=O)C1=C(c2ccccc2)NC(=S)NC1c1ccc(O)c(O)c1 (stereo unspecified)	4	4	-3	4	14	-7	-4	-16	-1
COc1ccc(C)cc1NC(=S)N1CCN(c2ncccn2)CC1	0	-2	21	6	7	0	1	-26	2
CC/C(=C\C(=O)c1ccncc1)Nc1ccc(Br)cc1	-2	-3	49	5	11	-22	-7	-6[20 µM]	3
Nc1ccccc1Nc1ccccc1	-5	-3	13	3	14	2	4	-20	-1
CC1CCc2c(C(=O)NCc3ccco3)csc2C1 (stereo unspecified)	-1	-9	15	-7	5	2	8	-36	3
COC(=O)c1oc2ccc(Cl)cc2c1N	-4	-5	-11	-5	9	-13	6	-33[20 µM]	5
Cc1ccc(OCC(=O)N/N=C/C=C/c2ccco2)cc1	2	-12	-3	2	16	-48	-7	-4[20 µM]	8
CCC(C)(C)NC(=O)CN(C(=O)c1snc(C(N)=O)c1N)c1ccc2nc(C)sc2c1	4	-10	5	4	19&8	-2	-11	9	-8
Cc1c(NC(=O)C(C)Oc2ncnc3ccccc23)c(=O)n(-c2ccccc2)n1C (stereo unspecified)	-2	-8	3	4	0	-4	-7	-17[20 µM]	6
COc1cnc(-c2ccccn2)nc1N(C)C	-2	-4	14	1	7	2	-1	-2	5
COc1ccc(/C=N/N(C)c2cc(=O)n(C)c(=O)[nH]2)cc1OC	4	2	6	6	5	-72	-8	22	18*
O=S(=O)(Cc1ccc(Cl)cc1)C1CCCCC1O (stereo unspecified)	-9	-13	5	5	13	-7	-3	-21	7
O=C(NC1=NCCS1)c1ccc(Br)s1	-6	5	-2	4	10	15	-8	-17[20 µM]	2

Continued:
SMILES	Ba/F3 V617F tox	p47phox inh	PPC-1+TRAIL kill	BaF3 tox	EP2 antag	Tb hexokinase	RBBP9 inhibitor	Furin inh	p97 inhibitor
O=C(CSc1n[nH]c(-c2ccccc2O)n1)N1CCCc2ccccc21	-3	-10	6	2	8	64*	-6	-7	2
COc1ccc(C(=S)NC2CCCCC2)cc1	-6	-14	9	-3	6	0	-2	-19	0
CC(C)Cc1nc2oc3c(N4CCN(C)CC4)ncnc3c2c2c1CCCC2	-3	-6	4	-5	5	-8	3	-21	7
CC1(C)CC2CC(C)(CN2/C=N/c2sc3c(c2C#N)CC(C)(C)NC3(C)C)C1 (stereo unspecified)	0	-13	-4	-1	10	-29	5	0	-5
CC(=O)c1cccc(NC(=O)COC(=O)c2n[nH]c3ccccc23)c1	1	9	25	8	5	2	1	-29	4
CCOC(=O)CCCNC(=O)CN1C(=O)NC(CCc2ccccc2)C1=O (stereo unspecified)	-3	-12	4	1	7	4	2	-25	3
CN(Cc1nc(-c2cccnc2)no1)S(=O)(=O)c1ccccc1	3	-1	22	5	13	2	-7	-8[20 µM]	-3
CCCc1cc(=O)[nH]c(SCC(=O)NC(=O)OCC)n1	-2	5	-18	4	0	-1	-4	-14[20 µM]	5
O=C1c2ccccc2C(=O)N1CCc1nc2ccccc2c(=O)n1Cc1ccco1	-5	-4	24	0	9	8	-1	-9	1
CN1CCN(c2ccc(NC(=O)COc3ccccc3[N+](=O)[O-])cc2)CC1	4	-1	13	12	3	2	-1	-5	0
COCCNC(=O)CSc1nc2nn(-c3ccccc3)c(=O)c-2c2n1CCCCC2	1	4	-5	-1	4	1	-9	-16	-6
O=C(OC1CCCCC1)c1ccc2c(c1)C1C=CCC1C(C(=O)O)N2 (stereo unspecified)	1	39*	14	5	.	16	-4	-15	2
O=C(O)c1cc(Cl)c(Cl)cc1C(=O)Nc1cccc2ncccc12	4	-1	18	13	5&7	-7	-3	-21	2
O=C(NCCN1CCCCCC1)C1CC(=O)N(CCc2ccccc2)C1 (stereo unspecified)	-2	4	8	6	23	-5	-9	-25	2
CC1CCCC(NC(=O)COC(=O)/C=C/c2ccc(S(=O)(=O)N3CCOCC3)cc2)C1C (stereo unspecified)	0	-4	1	-1	5	2	-2	-26	-2
Cc1nnc(NC(=O)C2CCCN(S(=O)(=O)Cc3ccccc3)C2)s1 (stereo unspecified)	-4	-10	-2	3	10	2	-13	-19[20 µM]	-3
O=C(Nc1cccc(-c2cn3ccccc3n2)c1)c1cnccn1	9	-11	20	5	17	-2	4	2[20 µM]	-1
COc1ccc(-n2c(-c3ccc(Br)cc3)c[n+]3c2CCC3)cc1	81*	1	8	66*	13	-3	-9	-28	6
C=CCn1c(COc2cccc3ccc(C)nc23)nnc1SCC(N)=O	3	-9	22	1	11	1	3	-21[20 µM]	3
O=C(c1ccccc1F)N(Cc1ccc2c(c1)OCO2)Cc1cc2cc3c(cc2n2nnnc12)OCO3	-2	-20	24	2	10	-15	-7	-20[20 µM]	3
CCOC(=O)N1CCN(C(=O)c2ccc(S(=O)(=O)NCc3ccco3)cc2)CC1	0	1	-11	9	5	3	-1	-26	6
N#C/C(=C(/O)CN1CCOCC1)c1nc(-c2ccccc2)cs1	-4	-17	18	-2	3	-24	-2	-7	5

Only part of the results is shown; the hit share may differ from the screen's.
